# Compound activity from PubChem BioAssay.
# RXFP1 ag: agonists of human relaxin receptor RXFP1; Potency, µM (doses to about 57.5 µM), for inactives: top-dose activation, most hits filed as activators; 370,000 tested, 0.3% active; HEK293T-RXFP1 cAMP TR-FRET, 30 min; response scale: percent of porcine relaxin response, buffer zero; Q9HBX9; note: % is set by controls: 0 for no effect and ±100 for the full control effect; nearly all actives have a fitted effect of over 60% in size; many of its hits are not listed in these tables
#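 Agonist response is measured as cAMP accumulation in an RXFP1-transfected HEK293T line under PDE4 inhibition. Values are scaled between buffer-only and 29 nM porcine relaxin, and EC50s come from standard Hill equation fits.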
# ALOX12 inh: blocks human arachidonate 12S-lipoxygenase; 580,000 tested, 1.1% active; P18054; Potency, µM (doses to about 108 µM), for the others: at the top dose activity change, negative = inhibition, usual class: inhibitors; purified 12hLO, xylenol orange hydroperoxide absorbance; AID 1671190; note: % is set by controls: 0 for no effect and ±100 for the full control effect
#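 Purified human 12hLO at 150 nM in 25 mM Hepes, 0.01% Triton X-100, pH 7.0, preincubated 15 min at room temperature with compound. Reaction started with 40 uM arachidonic acid, 30 min at room temperature. Hydroperoxide measured by Fe-xylenol orange, 573/405 nm absorbance ratio.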
# TrxR1 inh: rat TrxR1 inhibition. recombinant rTrxR1, NADPH fluorescence consumption, selenite substrate. Potency, µM (highest dose often 114 µM), for inactives: at the top dose activity change, negative = inhibition, hits mostly inhibitors. O89049. 390,000 tested, 1% active; note: % is set by controls: 0 for no effect and ±100 for the full control effect; nearly all actives have a fitted effect of over 65% in size
#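 Rat TrxR1 (90 nM in the dispensed reagent) was pre-reduced with 400 uM NADPH for 5 min at room temperature, then incubated with compound for 15 min. After 400 uM selenite was added, NADPH fluorescence (Ex 340/Em 450 nm) was followed for 8 min.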
# Vif-A3G inh: Vif-A3G binding inhibition; Q9HC16; HeLa A3G-eYFP + Vif (tagged APOBEC3G with the HIV-1 protein that degrades it), YFP fluorescence, overnight; Potency, µM (top dose mostly 46.1 µM), for inactives: at the highest dose activity, negative = active, hits mostly inhibitors; 410,000 tested, 0.076% active; AID 602310;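 note: % is set by controls: 0 for no effect and ±100 for the full control effect; nearly all actives have a fitted effect of over 60% in size; hits raise eYFP signal because A3G escapes Vif-driven loss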
#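 HeLa cells stably expressing Vif and C-terminally eYFP-tagged A3G, seeded overnight at 37 deg C, then exposed to compound by pintool overnight at 37 deg C. Rise in yellow fluorescence (Ex 488/Em 500-530, Acumen) marks blocked Vif-driven A3G degradation.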
# USP1 inh: USP1/UAF1 (human) deubiquitinase inhibition; O94782; recombinant USP1/UAF1, Ub-Rhodamine cleavage fluorescence; Potency, µM (series often up to 57.1 µM), inactives show at the top dose activity change, negative = inhibition, most hits filed as inhibitors; 390,000 tested, 0.23% active; note: % is set by controls: 0 for no effect and ±100 for the full control effect; nearly all actives have a fitted effect of over 60% in size; inactives centre near -12
# Target sequence (O94782 whole entry, looked up): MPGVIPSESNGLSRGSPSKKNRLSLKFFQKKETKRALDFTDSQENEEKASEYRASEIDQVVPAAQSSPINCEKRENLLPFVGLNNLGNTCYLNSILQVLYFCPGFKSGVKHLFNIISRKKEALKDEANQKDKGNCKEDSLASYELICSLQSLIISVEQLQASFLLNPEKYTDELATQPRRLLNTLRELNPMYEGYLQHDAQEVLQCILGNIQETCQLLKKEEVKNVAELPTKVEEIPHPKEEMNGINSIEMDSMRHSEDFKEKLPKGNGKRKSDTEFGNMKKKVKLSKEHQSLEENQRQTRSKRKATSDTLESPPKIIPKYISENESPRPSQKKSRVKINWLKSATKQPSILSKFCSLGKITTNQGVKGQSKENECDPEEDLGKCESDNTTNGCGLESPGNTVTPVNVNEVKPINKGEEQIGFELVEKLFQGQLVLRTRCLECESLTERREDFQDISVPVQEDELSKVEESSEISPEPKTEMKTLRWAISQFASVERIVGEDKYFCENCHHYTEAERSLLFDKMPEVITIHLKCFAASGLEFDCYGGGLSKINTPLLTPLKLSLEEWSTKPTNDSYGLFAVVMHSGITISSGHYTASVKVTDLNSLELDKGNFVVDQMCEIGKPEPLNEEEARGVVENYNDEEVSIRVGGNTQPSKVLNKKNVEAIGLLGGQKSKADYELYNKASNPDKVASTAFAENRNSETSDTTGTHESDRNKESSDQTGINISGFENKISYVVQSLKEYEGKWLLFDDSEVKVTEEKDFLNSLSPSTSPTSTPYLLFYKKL
#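 Step one: compound is pinned into 1nM USP1/UAF1 in HEPES pH 7.8 buffer with TCEP. Step two: 15 min room-temperature incubation. Step three: Ub-Rho (150nM final) starts cleavage, tracked by fluorescence over six one-minute reads.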
# Vif-A3F inh: inhibitors of Vif-A3F interaction; HeLa A3F-eYFP + Vif (tagged APOBEC3F with the HIV-1 protein that degrades it), YFP fluorescence increase; Potency, µM (highest dose often 46.1 µM), without a hit: top-dose activity, negative = active; 390,000 tested, 0.2% active; note: % of control where 0% means no effect; nearly all actives have a fitted effect of over 65% in size
#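 Fluorescence increase (Ex 488/Em 500-530) after overnight compound treatment at 37 deg C flags inhibition of Vif-driven A3F-eYFP loss in stable HeLa A3F-eYFP/Vif cells seeded overnight beforehand.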
# TrxR1 substrate: substrates of rat thioredoxin reductase 1 | O89049 | purified TrxR1 substrate turnover, NADPH consumption readout | Potency, µM (titrated, usually from 114 µM), for inactives: top-dose activity change, negative = substrate turnover | 390,000 tested, 0.01% active | AID 588456; note: % is set by controls: 0 for no effect and ±100 for the full control effect; nearly all actives have a fitted effect of over 50% in size
#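 Rat TrxR1, dispensed at 90 nM, was prereduced with 400 uM NADPH (final) for 5 min at ~22 deg C, then incubated with compound 15 min before 400 uM selenite. A first-read NADPH fluorescence drop versus no-compound background flagged substrates.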
# IDH1 R132H inh: human IDH1 R132H inhibition | IDH1-R132H enzyme, NADPH consumption, diaphorase/resazurin fluorescence | Potency, µM (titrated, usually from 76.6 µM), inactives show at the top dose activity change, negative = inhibition, actives largely listed as inhibitors | 390,000 tested, 0.093% active; note: % is set by controls: 0 for no effect and ±100 for the full control effect; nearly all actives have a fitted effect of over 65% in size
#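 IDH1-R132H (0.5 ug/mL dispensed) in pH 7.5 Tris buffer was preincubated 30 min with compound, then given a substrate mix of 0.016 mM NADPH and 2 mM alpha-KG for 80 min at room temperature; remaining NADPH was read by diaphorase/resazurin fluorescence.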
# RGS4 inhibitor: inhibitors of human regulator of G protein signaling 4; P49798; Transcreener GDP fluorescence polarization, RGS4-accelerated GTP hydrolysis; Potency, µM (highest dose often 114 µM), inactives show at the highest dose activity change, negative = inhibition, actives largely listed as inhibitors; 390,000 tested, 0.039% active; note: % is set by controls: 0 for no effect and ±100 for the full control effect; nearly all actives have a fitted effect of over 75% in size; some results filed as inactive show a strong effect at the top dose
# Target sequence (P49798 whole entry, looked up): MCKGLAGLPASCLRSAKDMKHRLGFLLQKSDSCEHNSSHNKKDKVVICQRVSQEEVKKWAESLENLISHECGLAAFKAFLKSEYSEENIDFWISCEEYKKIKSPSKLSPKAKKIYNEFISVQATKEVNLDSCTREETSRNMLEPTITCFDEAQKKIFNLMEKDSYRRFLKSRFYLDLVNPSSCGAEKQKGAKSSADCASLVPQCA
#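 MLSMR compounds (23 nl, pin-transferred) preincubated 10 min at room temperature with a 500nM (2x) first reagent, then RGS4 at 900nM (2x) plus Transcreener GDP mix added; fluorescence polarization (620/688 nm) read before and after 90 min at 30 °C.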
# Starred values were filed as active, the others as inactive; ? = inconclusive; · = no result given; & = joins results of further samples; [ ] = dose if it differs, or a comment. Calls come from the whole dose curve; as a rule, active = well fitted curve in the direction sought with a large enough effect; inconclusive = small, poorly fitted or top-dose-only effect, or another doubt; inactive = no such curve, though single readings can be large; an effect the other way counts as inactive or inconclusive. Potency is the fitted concentration of half-maximal effect. These rows are one share of the data (hit frequency here may not be typical).
mol	RXFP1 ag	ALOX12 inh	TrxR1 inh	Vif-A3G inh	USP1 inh	Vif-A3F inh	TrxR1 substrate	IDH1 R132H inh	RGS4 inhibitor
C[C@]12CC[C@@H]3c4ccc(OS(=O)(=O)O)cc4CC[C@H]3[C@@H]1CCC2=O	-0.9%&0.2%	-2%&-3%	-6%&-5%	-3%&1%	-26%&-19%	-2%&3%	6%&-3%	-12%&13%	-7%&-21%
Cc1cccc(NC(=O)C(=O)NCC(c2ccc3c(c2)OCO3)N2CCN(C)CC2)c1C (stereo not drawn)	1.6%	1%	20%[57.1 µM]	-1%	?	-3%	3%[57.1 µM]	-8%	-2%
CC(=O)Oc1ccc(OC(C)=O)c(SCCCCCN2CCOCC2)c1	0.7%	?	-5%	?	-5%	-9%	10%	5%	-23%
Cc1ccc(NC(=O)CSc2nnc(-c3cnccn3)n2-c2ccccc2)cc1	20%	-2%	10%	-1%	8%	-2%	5%	6%	17%
COc1ccc(CCNC(=O)CC2SC(=NCc3ccccc3)NC2=O)cc1 (stereo not drawn)	0.6%	-5%	9%[57.1 µM]	-5%	-16%	-9%	7%[57.1 µM]	8%	-19%
O=C(NCCc1ccccc1)C1CC(=O)N(CCc2ccccc2)C1 (stereo not drawn)	0.6%	1%	22%[57.1 µM]	-7%	4%	-18%	5%[57.1 µM]	0%	-8%[56.9 µM]
COc1cccc(CNC(=O)Cn2c(=O)oc3cc(S(=O)(=O)N4CCCC4)ccc32)c1	-0.3%	0%	-3%	2%	-11%	2%	-1%	6%	5%
O=c1c(-c2cc(-c3ccc(Cl)cc3)nc3c2COc2ccccc2-3)coc2ccccc12	-0.1%	-25%	26%	-1%	-19%	-7%	4%	15%	4%
Cc1cc(C)n2nc(C(=O)Nc3ccc(S(=O)(=O)N4CCCCC4)cc3)nc2n1	0.6%	-28%	14%[57.1 µM]	1%	-19%	-7%	12%[57.1 µM]	-1%	-4%
CC(C)NC(=O)Cn1ccc2cc(S(=O)(=O)N3CCCCCC3)ccc21	0.3%	-5%	19%	0%	12%	2%	-1%	-15%	16%
CCn1c(/C(C#N)=C(\O)CCc2ccccc2)nc2ccccc21	4.5%	15%	7%	-1%	-9%	-17%	3%	-4%	24%
Cc1ccc(NC(=S)N(CCN(C)C)Cc2cccs2)cc1C	-0.2%	4%	13%[57.1 µM]	-7%	-5%	7%	-9%	9%	-5%
COc1ccc(C)cc1S(=O)(=O)N(C)CC(=O)N1CCCCCC1	2.5%	-16%	19%	3%	-6%	-1%	-3%[57.1 µM]	3%	5%
Cc1cc(OCc2cc(C(=O)N(C)CCCN3CCOCC3)no2)cc(C)c1Cl	2.3%	-7%	-6%	3%	-24%	-6%	-2%	8%	9%[11.4 µM]
Cc1oc2ncn(CC(C)C)c(=O)c2c1C(=O)Nc1ccc(Cl)cn1	-0.9%	-24%	8%	-1%	-23%	-16%	-5%	-15%	-13%
COc1ccc(C(=O)NCc2ncccc2C)cc1OC1CCN(C(C)=O)CC1	0.2%	-7%	4%	-2%	-6%	2%	1%	6%	-23%
CCC(CC)c1nnc(NC(=O)c2cccc(S(=O)(=O)N3CCOCC3)c2)s1	·	-5%	6%[57.1 µM]	-5%	-16%	-5%	4%[57.1 µM]	-1%	-1%
CCCCCCCCOC(=O)C[N+](C)(C)C/C=C(/C)Cl	2.4%	-13%	17%	1%	-10%	-5%	3%	17%	-3%
O=C(Nc1ccccc1F)C1CCN(S(=O)(=O)c2ccc3c(c2)CCCN3C(=O)C2CCC2)CC1	2.1%	9%	22%[57.1 µM]	-1%	-3%	-4%	4%[57.1 µM]	16%	-14%
CC1CCN(S(=O)(=O)N2CCCC(C(=O)NCc3ccc(F)cc3)C2)CC1 (stereo not drawn)	0.2%	6%	20%	1%	-16%	-4%	6%	5%	?
O=C(NCCc1ccc(F)cc1)c1coc(=O)c(Br)c1	2.9%	4%	-11%	?	8%	?	-8%	-1%	-2%
COc1ccc(NC(=O)C2CCCN(S(=O)(=O)c3cccc4cccnc34)C2)c(OC)c1 (stereo not drawn)	2.9%	485%[activator]	9%[57.1 µM]	1%	-11%	-6%	9%[57.1 µM]	5%	24%
Cc1ccc(NS(=O)(=O)c2ccc(Br)s2)nc1	1.9%	-3%	-4%	-3%	-21%	-6%	5%	19%	19%
CCOc1ccc(NC(=O)Cn2c(=O)c(CNc3ccc(OC)cc3)cc3ccc(OC)cc32)cc1	0.2%	-11%	5%	-7%	-19%	0%	-11%	-17%	0%

# Additional compounds
SMILES | RXFP1 ag | ALOX12 inh | TrxR1 inh | Vif-A3G inh | USP1 inh | Vif-A3F inh | TrxR1 substrate | IDH1 R132H inh | RGS4 inhibitor
CNc1nc(Sc2cccc(C(F)(F)F)c2)cc(C(F)(F)F)n1 | 6.8% | -11% | 27% | -6% | -21% | -30% | 1% | 6% | 2%
COc1ccc(NC(=O)COC(=O)c2cc(OC)c(OC)cc2NC(=O)c2ccco2)cc1OC | 3.5% | -2% | 15% | ? | -11% | ? | 29% | 0% | ?
O=C(N/N=C/c1cc([N+](=O)[O-])ccc1O)C(O)(c1ccccc1)c1ccccc1 | 0.3% | ? | -7% | -10% | -17% | 5% | -16% | -18% | 14%[56.9 µM]
O=C(COC(=O)Cc1ccc(-c2ccccc2)cc1)NCc1ccccc1 | 0.3% | -8% | 24% | -1% | -19% | 5% | 0% | -10% | -3%[11.4 µM]
CC1(c2nnc(-c3cccc(Cl)c3)o2)CC(c2ccc(OC(F)(F)F)cc2)=NO1 (stereo not drawn) | -2.0% | 10% | 18%[57.1 µM] | 1% | ? | 5% | 3% | 1% | 2%
CSc1ccc(CCNC(=O)C2CCN(c3nc4ccccc4nc3C(F)(F)F)CC2)cc1 | ? | ? | -5%[57.1 µM] | 3% | -24% | 6% | -8%[57.1 µM] | 14% | 10%
CN(C)CCCNc1cc(N2CCN(C3CCCCC3)CC2)c2noc3c2c1C(=O)c1ccccc1-3 | 0.3% | 7% | -3% | ? | ? | 4.5µM* | -2% | 6% | -25%
COc1ccc(N(C)C(=O)c2cc3c(s2)-c2ccccc2S(=O)(=O)C3)cc1 | -7.0% | 22% | 1% | 0% | -15% | -10% | -4% | 0% | -1%
COc1ccccc1C(=O)NCC(=O)Nc1ccc2c(c1)CCC2 | 0.9% | ? | 15% | 0% | -19% | 5% | -5% | -4% | -26%
CS(=O)(=O)c1ccc(S(=O)(=O)N2CCC(CO)(CCCc3ccccc3)CC2)cc1 | -1.8% | -17% | 8% | 6% | -19% | -6% | -10% | 8% | -35%
Cc1ccc(NS(=O)(=O)c2cc(C(=O)N(C)C)ccc2C)cc1C | -1.7% | 0% | 6%[57.1 µM] | -5% | -23% | 3% | -1%[57.1 µM] | 3% | 15%
O=C(CCN1C(=O)/C(=C/c2ccc3c(c2)OCO3)SC1=S)Nc1ccc(C(=O)O)cc1 | 1.7% | ? | -5% | -1% | 1% | -4% | -1% | -3% | ?

# Sorted by value in IDH1 R132H inh (highest first): 3 from the list above
Molecule	RXFP1 ag	ALOX12 inh	TrxR1 inh	USP1 inh	TrxR1 substrate	IDH1 R132H inh	RGS4 inhibitor
CS(=O)(=O)c1ccc(S(=O)(=O)N2CCC(CO)(CCCc3ccccc3)CC2)cc1	-1.8%	-17%	8%	-19%	-10%	8%	-35%
Cc1ccc(NS(=O)(=O)c2cc(C(=O)N(C)C)ccc2C)cc1C	-1.7%	0%	6%[57.1 µM]	-23%	-1%[57.1 µM]	3%	15%
COc1ccc(N(C)C(=O)c2cc3c(s2)-c2ccccc2S(=O)(=O)C3)cc1	-7.0%	22%	1%	-15%	-4%	0%	-1%

# Complete entries, looked up by structure. Screens in order: RXFP1 ag | ALOX12 inh | TrxR1 inh | Vif-A3G inh | USP1 inh | Vif-A3F inh | TrxR1 substrate | IDH1 R132H inh | RGS4 inhibitor
# CS(=O)(=O)c1ccc(S(=O)(=O)N2CCC(CO)(CCCc3ccccc3)CC2)cc1 reads -1.8% | -17% | 8% | 6% | -19% | -6% | -10% | 8% | -35%
# O=C(COC(=O)Cc1ccc(-c2ccccc2)cc1)NCc1ccccc1 reads 0.3% | -8% | 24% | -1% | -19% | 5% | 0% | -10% | -3%[11.4 µM]
# CN(C)CCCNc1cc(N2CCN(C3CCCCC3)CC2)c2noc3c2c1C(=O)c1ccccc1-3 reads 0.3% | 7% | -3% | ? | ? | 4.5µM* | -2% | 6% | -25%
# Cc1ccc(NS(=O)(=O)c2cc(C(=O)N(C)C)ccc2C)cc1C reads -1.7% | 0% | 6%[57.1 µM] | -5% | -23% | 3% | -1%[57.1 µM] | 3% | 15%
# COc1ccc(NC(=O)COC(=O)c2cc(OC)c(OC)cc2NC(=O)c2ccco2)cc1OC reads 3.5% | -2% | 15% | ? | -11% | ? | 29% | 0% | ?
